Screens (PubChem)
XIAP antagonists: small molecules displacing peptide from XIAP – biochemical, IAP family, fluorescence polarization (AID 1018) | XIAP BIR domain, fluorescence polarization peptide displacement; higher % means a stronger effect | displacement, % at 20 µM, or IC50 in µM where a hit was titrated | 200,000 tested, 0.007% active; in the data active = displacement above about 50%; note: a part of the inactive calls stands beside numbers as strong as those of hits
Myeloid diff 2: compounds promoting myeloid differentiation; ER-HoxA9 myeloid progenitors, lysozyme-GFP differentiation, flow cytometry; calls only at 10 µM; 360,000 tested, 1% active; AID 624256;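 active = normalized GFP-positive differentiation at or above the plate's own cutoff, the solvent-only control mean plus 3 SD; inconclusive = no clear call, values can overlap the other calls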;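 note: cells exposed to compound for four days before flow analysis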
Dengue-2 NS5 capping: Dengue-2 NS5 methyltransferase inhibitors, primary screen, biochemical, confirmation dose response (AID 588689); inhibition, % at 25 µM; hits with a dose series show IC50 in µM; Dengue-2 NS5 methyltransferase capping enzyme assay, biochemical; higher % means a stronger effect; 340,000 tested, 0.3% active; in the data active = a potency from the dose series; inconclusive = inhibition above about 29% without an active follow-up result
HEK293 NOD2/NF-kB: NOD2 signaling inhibitors, cell-based, luminescence, uHTS, HEK293 (AID 1566) | HEK293 NOD2/NF-kB luciferase reporter, luminescence; higher % means a stronger effect | inhibition, % at 4 µM, or EC50 in µM where a hit was titrated | 290,000 tested, 0.63% active; note: many of its hits are not listed in these tables
AID2073: inhibitors of Mint1-CaV2.2 protein interaction, biochemical, HTRF (AID 2073); inhibition, % at 20 µM, or IC50 in µM where a hit was titrated; HTRF protein-protein interaction, Mint1-CaV2.2; higher % means a stronger effect; 290,000 tested, 0.19% active; in the data active = inhibition mostly above about 51%, no sharp cut-off; inconclusive = no clear call, values can overlap the other calls; inactive = mostly below about 53%; note: some results filed as inactive read as strong as hits
SIAH1 antagonists: blockers of Siah-1 interaction with plectin peptide – biochemical, fluorescence polarization, rhodamine-plectin, uHTS, primary screen (AID 1817); Siah-1 / rhodamine-plectin peptide fluorescence polarization; higher % means a stronger effect; one-dose displacement, % at 20 µM; IC50 in µM for titrated hits; 290,000 tested, 0.02% active;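 active = displacement of at least 50% at 20 µM, with a fluorescence ratio check between 0.3 and a set limit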;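 note: plate controls were Siah plus tracer with DMSO for no effect and tracer alone without Siah for full effect; strong numbers were not always called active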
HIV peptide binding: cell-free HIV fusion peptide-binding blockers – biochemical, uHTS, fluorescence dequenching, primary screen (AID 1986). 290,000 tested, 0.3% active. one-dose inhibition, % at 20 µM; IC50 in µM for titrated hits. cell-free peptide binding, fluorescence dequenching, 30 min; higher % means a stronger effect; in the data active = inhibition mostly above about 52%, no sharp cut-off; inactive = mostly below about 76%; note: some results filed as inactive read as strong as hits
LYP phosphatase: PTPN22 lymphoid phosphatase activity blockers – biochemical, fluorescence intensity, uHTS (AID 1779). 290,000 tested, 0.054% active. inhibition, % at 11.5 µM, or IC50 in µM where a hit was titrated. recombinant LYP phosphatase, fluorescence intensity; higher % means a stronger effect;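 note: plate controls were vehicle with enzyme for no effect and no enzyme for full effect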
Hep lipid drop: hepatic lipid droplet formation modulation. 240,000 tested, 0.4% active. AML12 mouse hepatocytes, oleate lipid droplets, BODIPY imaging. inhibition, % at 6.5 µM. AID 1656;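 active = lipid droplet intensity inhibited by at least 50%, with more than 500 cells counted; inconclusive = wells with under 300 cells, treated as cytotoxic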
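Assay system: AML12 hepatocytes (mouse); Probe or stimulus: oleic acid at 100 µM to induce lipid droplet formation; Dosing: compound at 6.5 µM only; Schedule: compound with oleate, overnight; Detection: fluorescence imaging, 20x objective, two fields per well; Measure: % inhibition of lipid droplet signal.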
Hep lipid drop cells 6.5 µM: recorded beside Hep lipid drop, whose call it bears; cell count; measured here: cell count, cytotoxicity flag;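 cells counted across two imaged fields per well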
Dengue-2 NS5 capping pilot replicate: recorded beside Dengue-2 NS5 capping, whose call it bears; inhibition, %; measured here: pilot screen replicate inhibition
Myeloid diff 2 GFP+ MAC1+ %: also measured in Myeloid diff 2; calls as there; GFP+ MAC1+ double positive, %; measured here: differentiation confirmed by MAC1 staining
Active calls of the source: *; i = inactive; ? = inconclusive; · = not tested or not shown; + = active, no number; & = joins results of further samples. Cut-off read from the data, not from the text of the source, unless noted: active = inhibition above about 50%; inactive = the rest.

SMILES | XIAP antagonists | Myeloid diff 2 | Myeloid diff 2 GFP+ MAC1+ % | Dengue-2 NS5 capping | HEK293 NOD2/NF-kB | AID2073 | SIAH1 antagonists | HIV peptide binding | LYP phosphatase | Hep lipid drop | Hep lipid drop cells 6.5 µM | others
Cc1cc(C(=O)OCC(=O)Nc2ccc(F)c(F)c2F)c(C)o1 | -5.1% | i | 0.3 | 2% | -7% | -1% | 6% | 0.3% | -3% | -9 | 684
COCCCNC(=O)CCn1c(=O)c2ccccc2n(CC(=O)NCCc2ccc(OC)c(OC)c2)c1=O | 0.2% | i | 0.0 | -16% | 4% | -12% | 9% | 0.5% | -5% | 3 | 740
CCN(CC)S(=O)(=O)N1CCC(C(=O)NC(C)CCc2ccccc2)CC1 (centres undefined) | -1.7% | i | 4.3 | 4% | 8% | -3% | 1% | 1.2% | -3% | · | ·
Cc1ccc(S(=O)(=O)NCC(=O)N2CCC(C)CC2)cc1 | -0.4% | i | 1.7 | -2% | 20% | 5% | -3% | -0.1% | -8% | · | ·
O=c1c2oc3ccccc3c2ncn1Cc1cccc(Cl)c1 | -12% | i | 0.6 | 3% | 1% | 24% | 12% | -0.6% | -5% | -3 | 696
CCC(=O)N1CCc2cc(S(=O)(=O)CCC(=O)Nc3cccc(F)c3)ccc21 | -1.8% | i | 1.0 | -8% | 5% | -19% | 0% | -0.3% | -3% | 6 | 698
CCOc1nc(Nc2ccccc2F)nc(OCC)n1 | · | i | 0.4 | 6% | -6% | 4% | 0% | 0.0% | -2% | 1 | 779
COc1ccccc1/C=C1\SC(=S)N(CCC(=O)NC2=NCCS2)C1=O | -2.8% | i | 0.5 | 25% | -7% | 14% | 0% | 7.0% | 7% | 3 | 615
COc1ccc(Cl)cc1C(=O)Nc1ccc2nc3n(c(=O)c2c1)CCCC3 | · | i | 0.9 | -5% | 19% | 7% | -4% | -1.2% | -6% | 8 | 754
Cc1nc2scc(C)n2c(=O)c1S(=O)(=O)Nc1ccc(N2CCN(C(=O)C(C)C)CC2)cc1 | · | i | 3.3 | 1% | 13% | -7% | -3% | -2.0% | -4% | -4 | 702
Cc1nc2ncnn2c(C)c1CCC(=O)O | -5.9% | i | 1.2 | 1% | 8% | 27% | 3% | 0.1% | -4% | 16 | 715
Cc1cccc(-c2cc3c(nn2)-c2ccccc2C3=O)c1 | -4.1% | i | 0.4 | 1% | -84% | 4% | -2% | -1.5% | 0% | 5 | 754
COCCn1c(SCC(=O)N2CCCc3ccccc32)nnc1-c1ccoc1C | -2.7% | i | 1.0 | -11% | 0% | -10% | 6% | -1.1% | -6% | 32 | 732
CC(=O)Nc1cccc(OC(=O)COc2ccc(Br)cc2)c1 | 0.2% | i | 0.3 | -5% | 7% | -7% | 1% | 2.4% | -8% | -18 | 643
CCOC(=O)CNC(=O)CSc1nc2cccnc2n1CC | -8.8% | i | 1.5 | -7% | 9% | -1% | -2% | 0.5% | -5% | 6 | 847
CC(C)(C)C(=O)/C(=C/c1ccncc1)n1cncn1 | 0.4% | ? | · | -30% | -72% | -7% | 6% | 1.9% | 0% | 2 | 557
Cn1cc(Br)c(C(=O)NNC(=O)c2ccc(Br)cc2)n1 | -7.7% | i | 1.4 | 1% | -3% | 6% | -4% | -2.1% | -5% | -13 | 592
Cc1ccc(-c2nc3ncccc3o2)cc1NC(=O)COc1ccccc1 | -1.2% | i | 1.2 | 0% | 11% | -4% | -3% | -0.2% | -8% | · | ·
CCCCOc1ccc(C(C)NC(=O)CCS(=O)(=O)Cc2ccc(Cl)cc2)cc1 (centres undefined) | -46% | i | 0.5 | 0% | 4% | 2% | 8% | 1.9% | 0% | 48 | 643
Cc1cc(S(=O)(=O)Nc2ccc3cn[nH]c3c2)c(C)cc1Cl | · | i | 1.8 | -10% | 19% | 10% | 0% | 1.9% | -6% | -9 | 741
NCCc1nnc(SCc2ccccc2)o1 | -2.4% | i | 2.8 | -4% | 7% | -1% | 8% | -1.8% | -10% | 14 | 725 | Dengue-2 NS5 capping pilot replicate=-4.6
FC(F)Oc1ccccc1C1CC(c2ccc(Br)s2)Nc2ncnn21 (centres undefined) | -2.9% | i | 0.6 | -5% | -10% | -4% | -4% | -2.3% | 1% | -2 | 781
COc1ccc(N2CCN(C(=O)c3oc4ccccc4c3NC(=O)CCc3cc(OC)no3)CC2)cc1 | · | i | 0.7 | -8% | 10% | 2% | 13% | -0.8% | -7% | 10 | 782
O=C(CN1N=C(c2ccc(Cl)cc2)CCC1=O)NCCN1CCc2ccccc2C1 | -3.5% | i | 0.2 | 0% | 1% | 21% | 1% | 0.0% | -4% | -2 | 707
O=C(NCCN1CCOCC1)[C@H](Cc1ccccc1)N1C(=O)c2ccccc2C1=O | -4.6% | i | 0.3 | · | 2% | -6% | 5% | -1.0% | -7% | 2 | 732

Next part; the last three above are carried over.
SMILES | XIAP antagonists | Myeloid diff 2 | Myeloid diff 2 GFP+ MAC1+ % | Dengue-2 NS5 capping | HEK293 NOD2/NF-kB | AID2073 | SIAH1 antagonists | HIV peptide binding | LYP phosphatase | Hep lipid drop | Hep lipid drop cells 6.5 µM | others
COc1ccc(N2CCN(C(=O)c3oc4ccccc4c3NC(=O)CCc3cc(OC)no3)CC2)cc1 | · | i | 0.7 | -8% | 10% | 2% | 13% | -0.8% | -7% | 10 | 782
O=C(CN1N=C(c2ccc(Cl)cc2)CCC1=O)NCCN1CCc2ccccc2C1 | -3.5% | i | 0.2 | 0% | 1% | 21% | 1% | 0.0% | -4% | -2 | 707
O=C(NCCN1CCOCC1)[C@H](Cc1ccccc1)N1C(=O)c2ccccc2C1=O | -4.6% | i | 0.3 | · | 2% | -6% | 5% | -1.0% | -7% | 2 | 732
CCn1c(CNC(=O)C23CC4CC(CC(C4)C2)C3)nnc1SC | -4.3% | · | · | 2% | -14% | 0% | 10% | -0.3% | 3% | 5 | 646
Cc1ccc(OCc2nnc(SCC(=O)O)n2N)cc1 | -3.6% | i | 3.3 | 5% | 18% | -13% | -1% | -3.7% | -6% | · | ·
COc1ccc(CNC(=O)CN(C(=O)c2snc(C(N)=O)c2N)c2cccc(F)c2)cc1 | · | i | 0.2 | 2% | -9% | -6% | 9% | 2.2% | -9% | -2 | 834
CC(C)C[C@H](NC(=O)C1CCC(CNC(=O)[C@@H]2CCCN2C(=O)OC(C)(C)C)CC1)C(=O)O (some centres undefined) | · | i | 0.5 | -5% | 6% | 3% | 4% | 2.2% | -9% | -6 | 802
Cc1nn(-c2ccccc2)c(Cl)c1/C=C(\CC(=O)O)c1nc2ccccc2s1 | -20% | i | 0.7 | 5% | 6% | -4% | -2% | 9.1% | 4% | -11 | 798
O=C(CNC(=O)c1ccc(=O)[nH]c1)Nc1ccc(F)c(F)c1 | · | + | 11* | -3% | -1% | 16% | 13% | 0.7% | -7% | 17 | 790
O=S(=O)(c1ccc(Br)s1)N1CCN(Cc2ccc3c(c2)OCO3)CC1 | -6.3% | i | 1.1 | 8% | -45% | -7% | -2% | -3.0% | 2% | 2 | 793
Cc1ncc([N+](=O)[O-])n1CC(C)O (centres undefined) | -2.9%&-4.1% | i | 1.3 | 1% | 3%&-2% | 11%&0% | 2%&0% | -1.8%&-0.6% | -1%&-4% | -2 | 739
N#Cc1cccnc1N1CCN(C(=O)COCC(=O)O)CC1 | · | i | 0.5 | -5% | 0% | 17% | 0% | -1.2% | -7% | -57 | 704
NC(=O)CSc1nnc(-c2ccc(S(=O)(=O)N3CCCC3)cc2)n1CC1CCCO1 (centres undefined) | -1.1% | i | 3.9 | -11% | 16% | 13% | 0% | -0.2% | -4% | · | ·
O=C(O)c1nc(-c2ccccc2)n(-c2ccccc2)n1 | -8.6% | i | 0.9 | 9% | 4% | -1% | -2% | -1.8% | -4% | -28 | 627
CCS(=O)(=O)N1CCN(c2ccc(C(=O)NC34CC5CC(CC(C5)C3)C4)cc2[N+](=O)[O-])CC1 | -3.3% | i | 0.7 | -6% | 14% | 5% | -1% | -1.8% | 10% | 25 | 659
CN(C)c1cccc(C(=O)N/N=C/c2ccccc2F)c1 | -5.4% | i | 0.7 | -10% | -4% | 4% | -6% | -1.9% | -1% | 1 | 675
CCN(C(=O)COC(=O)c1cc(-c2cccs2)nc2ccccc12)C1CCS(=O)(=O)C1 (centres undefined) | -4.3% | i | 0.1 | -1% | 10% | 39% | -4% | 0.0% | -7% | 2 | 719
C/C(Cl)=C/Cc1c(C)[nH]c2c(ccc3ccccc32)c1=O | · | i | 0.4 | -7% | -2% | 4% | 2% | 1.6% | -6% | -43 | 712 | Dengue-2 NS5 capping pilot replicate=-3.0
CN(C)/C=N/NC(=O)C1Cc2c(ccc3ccccc23)O1 (centres undefined) | · | i | 0.9 | -5% | -5% | 10% | -1% | -2.4% | 0% | · | ·
CCC1CN(C(=O)NCc2ccc(F)cc2)c2ccccc2O1 (centres undefined) | · | i | 0.9 | -7% | -4% | 10% | -3% | -0.9% | -8% | -26 | 790
O=C(CNC(=O)c1ccccc1)NCC(=O)OCC(=O)c1ccc([N+](=O)[O-])cc1 | -5.9% | i | 0.1 | -15% | 0% | -4% | -1% | 0.1% | 0% | 7 | 676
COc1cccc(C(c2sc3ncnn3c2O)N2CCN(C(=O)c3ccco3)CC2)c1 (centres undefined) | -4.7% | i | 3.6 | 1% | 7% | 6% | 3% | -0.6% | 2% | -8 | 764
O=C(O)CCCCCNC(=O)/C=C/c1ccco1 | -3.8% | i | 0.4 | -2% | -6% | 40% | 13% | 5.0% | -4% | 0 | 712
O=C(NC1CCCc2ccccc21)c1c(F)cccc1Cl (centres undefined) | · | i | 0.2 | 3% | 14% | -5% | 1% | -0.1% | -3% | · | ·
COc1ccc(Cl)cc1NC(=O)CN(C)C1CCCCC1 | -7.2% | i | 0.4 | 2% | -7% | 0% | 6% | -2.6% | -2% | 0 | 760
CCCCCNC(=O)c1ccc(NS(=O)(=O)c2ccc3[nH]c(=O)[nH]c3c2)cc1 | · | ? | · | -8% | 15% | 12% | 4% | 0.9% | -9% | 19 | 688
NC(=O)NC(=O)C(Nc1ccc2c(c1)CCC2)c1ccccc1 (centres undefined) | · | · | · | 2% | 0% | -4% | 4% | -1.1% | -8% | -24 | 802
CCN(CC)CCSc1nnc(Nc2ccccc2)n1-c1ccccc1 | -8.6% | i | 0.3 | -3% | 6% | 2% | -6% | 0.6% | -8% | -1 | 683
Cc1cc(C)c(NC(=O)CN)c(C)c1 | 0.2% | i | 0.4 | -5% | 23% | 1% | -1% | -0.2% | -9% | 4 | 593
CCN(CC)S(=O)(=O)c1ccc(Cl)c(C(=O)NC)c1 | -1.8% | i | 1.0 | 7% | -5% | 18% | 0% | -1.2% | -11% | · | ·

Only part of the results is shown; count on the stated rates, not on these rows.
